Screening results from PubChem BioAssay.
SUMO1 PPI mod – modulators of SUMO1 protein-protein interactions, primary screen, biochemical, uHTS; actives 0.33% (n = 360,000); AID 602429, 2012; inhibition, % at 20 µM; SUMO1 binding to a labelled peptide, TR-FRET, 1 h; Small ubiquitin-related modifier 1 (Homo sapiens), P63165; in the data active = inhibition above about 37%
CSN deneddyl inh – inhibitors of CSN-mediated cullin deneddylation, primary screen, biochemical, fluorescence polarization, uHTS | COP9 signalosome complex subunit 5 (Homo sapiens), Q92905 | Purified CSN, SCF-Nedd8-OG deneddylation | inhibition, % at 12.5 µM | actives 0.38% (n = 360,000);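 active = pattern-corrected inhibition above about 35%, with an unprinted fluorescence ratio check between 0.5 and 1.5, limit read from the data, passing the limit was not always enough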;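 note: 0% = enzyme with substrate and 100% = substrate without enzyme; some results filed as inactive read as strong as hits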
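Test system: purified human Csn5 enzyme expressed in HEK293T cells. Amount: 0.24 nM enzyme. Reagent: SCFSkp2-Nedd8OG substrate at 10 nM final. Schedule: 90 min incubation of compound, enzyme and substrate at room temperature. Detection: fluorescence polarization. Read-out: % inhibition of substrate cleavage by Csn5.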
Rpn11 inh – Rpn11 (PSMD14) deubiquitinase inhibitors, primary screen, biochemical, fluorescence polarization, uHTS | 26S proteasome non-ATPase regulatory subunit 14 (Homo sapiens), O00487 | human 26S proteasome, Ub4-pepOG fluorescence polarization; 20S core pre-blocked with epoxomicin | calls only at 20 µM | actives 0.59% (n = 360,000);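 active = inhibition at 20 µM, scaled to each plate's controls, above about 33%, limit read from the data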
Target sequence (O00487 whole entry, looked up): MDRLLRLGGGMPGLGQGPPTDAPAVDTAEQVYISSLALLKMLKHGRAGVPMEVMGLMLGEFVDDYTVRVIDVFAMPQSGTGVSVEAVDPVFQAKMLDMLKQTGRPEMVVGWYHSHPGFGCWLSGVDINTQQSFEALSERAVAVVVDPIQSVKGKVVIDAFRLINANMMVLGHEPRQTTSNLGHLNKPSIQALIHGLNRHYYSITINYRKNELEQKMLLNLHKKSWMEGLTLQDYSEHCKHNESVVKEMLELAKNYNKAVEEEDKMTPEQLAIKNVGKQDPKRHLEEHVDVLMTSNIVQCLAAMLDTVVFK
NadD inh – inhibitors of S. aureus NadD, primary screen, biochemical, colorimetric, uHTS; AID 602399, 2012; inhibition, % at 20 µM; actives 0.78% (n = 360,000); purified NadD enzyme, colorimetric absorbance read-out; Nicotinate-nucleotide adenylyltransferase NadD (Staphylococcus aureus N315); in the data active = inhibition above about 26%; note: some compounds past the cut are filed as inactive
STEP block – STEP phosphatase inhibitors, primary screen, biochemical, fluorescence intensity, uHTS; recombinant STEP, OMFP fluorogenic substrate; AID 588621, 2011; inhibition, % at 20 µM; Tyrosine-protein phosphatase non-receptor type 5 (Homo sapiens), P54829; actives 0.25% (n = 360,000);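 active = inhibition at 20 µM, scaled per plate between control wells, above about 37%, limit read from the data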;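 note: 0% = DMSO with enzyme and substrate and 100% = substrate only without enzyme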
Target sequence (P54829 whole entry, looked up): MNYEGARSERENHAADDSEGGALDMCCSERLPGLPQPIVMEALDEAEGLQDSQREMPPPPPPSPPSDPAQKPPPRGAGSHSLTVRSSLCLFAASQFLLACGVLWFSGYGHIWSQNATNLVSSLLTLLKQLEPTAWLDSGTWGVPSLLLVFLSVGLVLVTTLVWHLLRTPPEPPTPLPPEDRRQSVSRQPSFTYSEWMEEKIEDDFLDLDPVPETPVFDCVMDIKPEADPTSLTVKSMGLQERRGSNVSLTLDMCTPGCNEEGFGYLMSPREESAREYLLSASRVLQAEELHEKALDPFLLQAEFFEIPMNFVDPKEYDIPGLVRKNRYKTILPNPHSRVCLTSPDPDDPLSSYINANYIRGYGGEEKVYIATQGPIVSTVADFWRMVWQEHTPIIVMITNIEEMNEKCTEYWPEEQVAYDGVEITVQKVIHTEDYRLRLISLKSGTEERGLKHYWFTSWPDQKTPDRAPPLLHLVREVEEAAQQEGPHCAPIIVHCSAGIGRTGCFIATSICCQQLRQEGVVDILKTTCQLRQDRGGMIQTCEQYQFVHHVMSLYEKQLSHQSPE
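Material: STEP (striatal-enriched tyrosine phosphatase) enzyme, cell-free; Compound dosing: 20 µM single dose in 1% DMSO; Technique: fluorescence read at 480 nm ex / 540 nm em; Times: reaction 20 min, ambient temperature; Medium: 50 mM Bis-Tris pH 6.0 with 2.5 mM DTT and 0.005% Tween 20; Also added: OMFP at 25 µM.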
Tb MetRS inh – T. brucei MetRS inhibitors, primary screen, biochemical, luminescence; methionyl-tRNA synthetase (Trypanosoma brucei brucei); purified T. brucei MetRS, ATP depletion, Kinase-Glo luminescence; inhibition, % at 11.9 µM; actives 0.4% (n = 360,000);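 active = inhibition above a per-plate cutoff of the control wells' mean inhibition plus 3 SD, cut at about 5.5% in these data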;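 note: 0% = DMSO wells median and 100% = median of wells with control inhibitor compound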
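System: purified T. brucei MetRS enzyme / Detection: Kinase-Glo luciferase luminescence reporting remaining unconsumed ATP / Medium: HEPES buffer with MgCl2, KCl, DTT, spermine, BSA, pyrophosphatase / Replication: singlicate, one well per compound / Evaluation: percent inhibition relative to median high and low control wells / Schedule: 2 h aminoacylation at 25 °C after 15 min preincubation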
Scp-1 inhibitor – Scp-1 phosphatase inhibitors, primary screen, biochemical, colorimetric, uHTS. Carboxy-terminal domain RNA polymerase II polypeptide A small phosphatase 1 (Homo …. Recombinant Scp1, phosphopeptide, malachite green phosphate absorbance. inhibition, % at 20 µM. actives 0.88% (n = 340,000). AID 493091, 2011;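 active = inhibition above about 50% at 20 µM, limit read from the data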;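 note: plate controls were DMSO wells with enzyme for no effect and wells lacking enzyme for full effect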
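System: truncated SCP-1 phosphatase (76-261aa); medium: Tris acetate buffer pH 5.5 with MgCl2 and Tween-20; incubation: 45 min room-temperature reaction, 5 min colour, 30 min stabiliser; compound: single 20 µM dose, 1% DMSO; reagent: Phosphorylated 17-residue peptide substrate; read-out: % inhibition at 20 µM; technique: colorimetric free-phosphate detection, absorbance 630 nm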
MLLE-PAM2 inh – inhibitors of PABP1 MLLE–PAM2 peptide binding, primary screen, biochemical, fluorescence polarization, FITC-PAM2, GST-MLLE; Polyadenylate-binding protein 1 (Homo sapiens), P11940; actives 0.36% (n = 360,000); AID 588489, 2011; inhibition, % at 20 µM; in the data active = inhibition above about 35%, passing the limit was not always enough;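 note: plate controls were DMSO wells with GST-MLLE for no effect and wells lacking GST-MLLE protein for full effect; some results filed as inactive read as strong as hits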
LMPTP inh – LMPTP phosphatase inhibitors, primary screen, biochemical, fluorescence intensity, uHTS; Low molecular weight phosphotyrosine protein phosphatase (Homo sapiens), P24666; recombinant LMPTP-A, OMFP fluorogenic substrate; inhibition, % at 20 µM; actives 0.22% (n = 360,000); AID 651560, 2012;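 active = compounds that cut the enzyme signal by at least half of the control window in the single-dose screen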;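 note: plate controls were DMSO wells with enzyme plus substrate for no effect and substrate without enzyme for full effect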
Target sequence (P24666 whole entry, looked up): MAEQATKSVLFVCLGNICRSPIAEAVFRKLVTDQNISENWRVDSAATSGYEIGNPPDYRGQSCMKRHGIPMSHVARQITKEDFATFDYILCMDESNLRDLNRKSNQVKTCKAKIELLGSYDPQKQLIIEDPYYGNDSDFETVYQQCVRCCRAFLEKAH
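Test system: LMPTP-A phosphatase enzyme; input: 0.625 nM LMPTP-A final; reagent: OMFP substrate, 400 µM final; compound dosing: 20 µM single dose, 3% DMSO; incubation: 50 min dark incubation at room temperature; measured by: endpoint fluorescence intensity from OMFP dephosphorylation; measure: % inhibition relative to no-enzyme and uninhibited control wells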
DNMT1 block – human DNMT1 methyltransferase inhibitors, primary screen, biochemical, molecular beacon, fluorescence, HinP1I cleavage, uHTS; actives 0.83% (n = 360,000); inhibition (reported as % activation of signal), % at 10 µM; AID 588458, 2011; DNA (cytosine-5)-methyltransferase 1 (Homo sapiens), P26358; in the data active = inhibition above about 50%
The depositor's hits bear a star; i = inactive; x = not tested or not shown.

SMILES,SUMO1 PPI mod,CSN deneddyl inh,Rpn11 inh,NadD inh,STEP block,Tb MetRS inh,Scp-1 inhibitor,MLLE-PAM2 inh,LMPTP inh,DNMT1 block
CC(C)NC(=O)NC(=O)CSc1ncc(C(F)(F)F)cc1Cl,-0.6,-1.6,i,-2.1,-0.1,-0.1,-7.8,-6.2,0.2,-0.9
O=C(CSc1nnnn1-c1ccccc1)NCCCN1CCCC1=O,9.3,-2.2,i,-3.2,0.6,0.3,0.5,-9.1,-0.3,0.2
Cc1ccc(C2N(c3ccc(Cl)cc3)C(=O)N3CCCN23)cc1 (stereo not given),0.5,-0.2,i,0.0,-1.5,-0.7,-13.3,5.4,-0.5,-4.9
CCN(C(=O)CSc1nnnn1-c1ccccc1OC)C1CCS(=O)(=O)C1 (stereo not given),-3.9,2.2,i,2.8,-3.0,-0.4,-3.4,8.1,-0.7,-2.5
CN(c1ccc(Cl)cc1)c1cc2c(c3c1ccn3C)C1CCC2C1 (stereo not given),2.7,-0.5,i,3.1,1.8,-0.4,x,-1.3,0.4,5.1
CS(=O)(=O)N(CC(=O)N1CCCCCC1)Cc1ccc(Cl)cc1,-0.2,-1.9,i,1.4,-4.0,-0.3,-6.1,-7.0,-1.8,1.9
COc1ccc(NC(=O)c2ccc(NC(=O)CN3CCN(c4ccc(O)cc4)CC3)cc2)cc1,4.6,0.9,i,28.5,0.0,-0.3,-4.8,-4.1,3.5,-22.3
CC(=O)Nc1cccc(N=NN2CCCCC2)c1,2.5,1.7,i,-0.7,-3.3,-0.6,3.5,0.5,-0.9,-5.0
O=C(c1ccccc1[N+](=O)[O-])N(CCc1ccccc1)Cc1ccccc1,-9.4,1.3,i,-6.2,-0.3,0.2,-8.0,-15.4,2.3,-2.6
Clc1cccc(-c2nc3nc4ccccc4nc3n2Cc2ccccc2)c1,-3.6,-5.5,i,-10.2,-1.4,0.7,-4.4,-4.8,2.0,-5.9
CC(C)(C)c1ccc(S(=O)(=O)N2CCC(O)(c3ccc(Cl)cc3)CC2)cc1,1.5,-0.2,i,-7.2,2.8,3.0,-7.0,-5.6,4.2,-3.6
C=CCOc1c(Br)cc(CNc2ccc(NC(=O)CCC)cc2)cc1OCC,1.1,1.5,i,-2.3,-7.1,0.5,-0.3,-10.0,1.4,-10.6
O=C1CCCN1c1ccc(N2CCCC2=O)cc1,2.2,0.1,i,-1.4,-2.5,-1.2,3.0,-8.1,-2.6,6.2
O=C(COC(=O)c1cc(S(=O)(=O)N2CCCC2)ccc1O)NCCc1ccccc1,2.7,1.8,i,-6.6,1.2,-0.4,-3.3,-6.8,-2.5,3.9
CCCCNC(=O)c1nc(C2CCN(S(=O)(=O)c3ccc(S(C)(=O)=O)cc3)CC2)oc1-c1ccccc1,0.6,2.3,x,x,x,-0.4,x,x,-0.2,x
CSC(=NC#N)N1CCN(c2ccccc2)CC1,-0.2,3.6,i,1.0,0.3,-0.6,-7.3,7.3,-1.0,-3.3
Cc1cc(OCCN2CCCCCC2)ccc1[N+](=O)[O-],-1.4,1.5,i,-2.1,-2.0,-0.7,-1.4,-7.4,-2.1,-3.6
CCC(CCC(=O)NNC(=O)Cc1ccc([N+](=O)[O-])cc1)C(=O)O (stereo not given),-14.1,-0.1,i,-7.1,-3.6,0.1,-5.6,-3.3,-0.7,0.2
COc1ccc(CCN2CC(C(=O)OC(C)C(=O)Nc3ccc(NC(C)=O)cc3)CC2=O)cc1OC (stereo not given),0.3,15.7,i,-7.0,-2.1,-0.2,4.8,-29.2,-1.4,-7.4
CCC/C=C/c1ccc(CN2C(CC(C)C)C(=O)N(Cc3cn(CCC4OCCO4)nn3)CCS2(=O)=O)cc1 (stereo not given),1.9,7.7,i,-7.4,-2.7,-0.9,x,-13.7,4.6,-14.8
COC(=O)[C@]12CCCCC=C1N(Cc1ccco1)C(=O)[C@H](CC(=O)NCc1ccccc1)C2,6.3,2.6,x,7.2,x,-0.5,x,x,-1.2,x
CCCC(C)C(=O)OCC(=O)Nc1c(Br)cc(C)cc1Br (stereo not given),0.5,3.5,i,-6.1,4.1,0.1,-16.7,1.7,-1.7,-4.1
O=[N+]([O-])c1ccc(N2CCN(S(=O)(=O)c3ccccc3)CC2)cc1NCc1cccnc1,-14.9,-2.3,i,11.0,2.7,-0.9,10.5,-5.7,9.5,-4.6
CN(C)/C=C/C(=O)c1nn(-c2ccc(F)cc2)ccc1=O,-0.8,6.0,i,5.2,-0.2,0.2,-10.7,9.4,-1.2,3.7
COc1ccc(-c2[nH]ncc2CNCCCSC)cc1F,-2.1,4.7,i,-4.4,-0.6,-0.4,0.9,-1.9,-0.9,1.7
Nc1ccccc1C(=O)N1O[C@@H]2C=C[C@H]1CC2,0.5,-5.5,i,-2.6,-0.2,0.2,1.3,3.2,-0.2,0.6
CC1CC(C)CN(S(=O)(=O)c2ccc(NC(=O)C3COc4ccccc4O3)cc2)C1 (stereo not given),-2.5,-2.4,i,1.6,-1.1,-0.3,-12.5,-4.2,2.7,-0.2
COc1ccc(C)cc1NC(=O)NNS(=O)(=O)c1ccc(NC(C)=O)cc1,5.4,-4.7,i,-2.5,-2.0,-0.4,3.8,15.4,-1.8,1.3
COc1ccc(C2C3=C(OC(C)=O)c4ccccc4C3=Nc3c2c(=O)n(C)c(=O)n3C)cc1 (stereo not given),-2.1,-2.0,i,-9.1,-0.8,0.0,-10.3,-8.1,-1.1,10.2
Cc1ccc(S(=O)(=O)c2cn(C)c3cc(N4CCN(C)CC4)c(F)cc3c2=O)c(C)c1,2.6,-6.0,i,-7.5,-1.6,0.1,-2.5,-9.4,1.4,1.9

A different layout for 7 compounds above.
Order of results – SUMO1 PPI mod	CSN deneddyl inh	Rpn11 inh	NadD inh	STEP block	Tb MetRS inh	Scp-1 inhibitor	MLLE-PAM2 inh	LMPTP inh	DNMT1 block
CN(C)/C=C/C(=O)c1nn(-c2ccc(F)cc2)ccc1=O
  -0.8	6.0	i	5.2	-0.2	0.2	-10.7	9.4	-1.2	3.7
COc1ccc(-c2[nH]ncc2CNCCCSC)cc1F
  -2.1	4.7	i	-4.4	-0.6	-0.4	0.9	-1.9	-0.9	1.7
Nc1ccccc1C(=O)N1O[C@@H]2C=C[C@H]1CC2
  0.5	-5.5	i	-2.6	-0.2	0.2	1.3	3.2	-0.2	0.6
CC1CC(C)CN(S(=O)(=O)c2ccc(NC(=O)C3COc4ccccc4O3)cc2)C1 (stereo not given)
  -2.5	-2.4	i	1.6	-1.1	-0.3	-12.5	-4.2	2.7	-0.2
COc1ccc(C)cc1NC(=O)NNS(=O)(=O)c1ccc(NC(C)=O)cc1
  5.4	-4.7	i	-2.5	-2.0	-0.4	3.8	15.4	-1.8	1.3
COc1ccc(C2C3=C(OC(C)=O)c4ccccc4C3=Nc3c2c(=O)n(C)c(=O)n3C)cc1 (stereo not given)
  -2.1	-2.0	i	-9.1	-0.8	0.0	-10.3	-8.1	-1.1	10.2
Cc1ccc(S(=O)(=O)c2cn(C)c3cc(N4CCN(C)CC4)c(F)cc3c2=O)c(C)c1
  2.6	-6.0	i	-7.5	-1.6	0.1	-2.5	-9.4	1.4	1.9

More compounds:
SMILES,SUMO1 PPI mod,CSN deneddyl inh,Rpn11 inh,NadD inh,STEP block,Tb MetRS inh,Scp-1 inhibitor,MLLE-PAM2 inh,LMPTP inh,DNMT1 block
CSCCC(NC(=O)COc1ccccc1)C(=O)O (stereo not given),2.5,-8.4,i,0.4,-1.5,-0.8,-11.6,-2.8,-1.3,-0.3
COc1ccc(CCNC(=O)COC(=O)c2cccs2)cc1,1.2,1.6,i,-8.3,-1.9,-0.4,-10.9,-2.0,-0.6,0.0
CN(C)c1cccc2c1c(NC(=O)c1ccc(F)cc1)nn2C,1.4,-0.1,i,2.3,0.2,-0.5,-7.9,7.0,-0.8,-9.2
O=C(COc1ccc(S(=O)(=O)N2CCOCC2)cc1)Nc1ccccc1F,-0.3,-1.6,i,-3.2,-2.5,0.1,-0.8,5.2,-1.5,0.0
COc1ccc(C(C)NC(=O)C2C(=O)NC3(C)CC2c2ccccc2O3)cc1 (stereo not given),-0.7,0.4,i,-1.4,1.3,-0.3,7.1,22.2,-1.0,1.3
Cc1nnc(NC(=O)c2cc(S(=O)(=O)N3CCCCC3)ccc2Cl)s1,27.6,1.4,i,-0.7,-1.9,-0.2,-2.4,7.4,-1.4,0.6
N=c1c(C(=O)NCCN2CCOCC2)cc2c(=O)n3ccccc3nc2n1Cc1ccc(F)cc1,-23.8,-7.0,i,-4.9,-2.0,0.4,-5.2,-9.1,3.6,-1.0
CCCCC(=O)NC(=S)Nc1ccc(S(=O)(=O)N2CCCC2)cc1,-1.1,-11.5,i,-7.1,-4.2,-0.5,-8.2,16.2,0.2,-7.8
